CHT PAM = human CHT allosteric activation; Q9GZV3; CHT-expressing cells, membrane potential dye, choline EC20; active compounds read high; LV-AA mutant CHT in HEK293 cells; B-score at 10 µM; hit rate 0.49% among 310,000; AID 488977;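 active = initial fluorescence not abnormally high and integrated response B-score, plate-corrected, over 3 SD above library mean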
Target sequence (Q9GZV3 whole entry, looked up): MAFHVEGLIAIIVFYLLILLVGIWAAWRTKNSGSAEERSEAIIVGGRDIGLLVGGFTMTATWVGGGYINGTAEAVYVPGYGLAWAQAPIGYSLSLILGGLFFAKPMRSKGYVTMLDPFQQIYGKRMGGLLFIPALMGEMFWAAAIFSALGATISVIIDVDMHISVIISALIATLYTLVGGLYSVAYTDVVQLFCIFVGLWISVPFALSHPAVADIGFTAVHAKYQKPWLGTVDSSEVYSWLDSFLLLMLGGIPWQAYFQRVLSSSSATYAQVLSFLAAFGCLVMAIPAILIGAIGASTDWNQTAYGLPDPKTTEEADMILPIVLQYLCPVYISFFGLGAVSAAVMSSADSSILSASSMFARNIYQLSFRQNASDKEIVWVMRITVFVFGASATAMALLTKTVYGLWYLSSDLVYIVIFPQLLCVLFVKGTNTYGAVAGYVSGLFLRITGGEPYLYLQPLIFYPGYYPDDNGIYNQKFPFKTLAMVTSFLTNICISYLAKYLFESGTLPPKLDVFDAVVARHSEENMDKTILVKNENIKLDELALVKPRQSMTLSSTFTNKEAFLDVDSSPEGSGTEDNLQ
OX1R antag = human HCRTR1 antagonism | CHO/OX1R cells, Fluo-8 calcium fluorescence, orexin A | inhibition, % at 5 µM | hit rate 0.43% among 330,000 | AID 434989;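 active = inhibition above its plate's threshold, mean inhibition of all tested compounds on the plate plus 3 SD, cut at about 37% in these data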;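 note: 0% = orexin A challenge wells and 100% = SB-334867-A antagonist wells; not every result past the cut was called active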
Target sequence (O43613 whole entry, looked up): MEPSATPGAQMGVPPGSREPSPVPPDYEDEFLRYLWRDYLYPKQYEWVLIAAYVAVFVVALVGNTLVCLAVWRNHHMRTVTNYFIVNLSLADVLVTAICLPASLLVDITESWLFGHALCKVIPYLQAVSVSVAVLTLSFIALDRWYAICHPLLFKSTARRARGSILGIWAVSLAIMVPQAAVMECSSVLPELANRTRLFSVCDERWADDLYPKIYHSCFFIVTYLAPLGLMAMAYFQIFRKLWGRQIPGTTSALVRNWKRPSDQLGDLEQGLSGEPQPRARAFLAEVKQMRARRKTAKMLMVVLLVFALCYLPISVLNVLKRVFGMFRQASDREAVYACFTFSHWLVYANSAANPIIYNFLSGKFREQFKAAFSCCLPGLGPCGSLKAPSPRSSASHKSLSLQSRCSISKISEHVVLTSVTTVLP
An asterisk follows results filed as active; i = inactive; x = no result given.

SMILES | CHT PAM | OX1R antag
Cc1cc(C)n(CC(O)CN2C(=O)NC(C)(C)C2=O)n1 (configuration not stated) | i | -9.1
Cc1cc(C)n(-c2ccc(C(=O)OCC(=O)Nc3cc(S(C)(=O)=O)ccc3Cl)cc2)n1 | x | -12.8
CN(C(=S)Nc1ccc(F)cc1)C(c1ccccc1)c1ccccc1 | i | -15.6
O=C1C=CC(=O)N1Cc1ccccc1 | i | -3.4
CCCCN1C[C@H](C)[C@@H](CC(=O)NCc2ccccc2)C1=O | i | -8.6
Cc1ccc(S(=O)(=O)NNC(=O)CCCCC(=O)NNS(=O)(=O)c2ccc(C)cc2)cc1 | i | -13.2
Cn1ccsc1=NC(=O)c1ccccc1F | i | -11.3
CCOC(=O)CC(=O)CSc1ncnc2c1oc1ccccc12 | i | 33.1
O=C(c1cccc([N+](=O)[O-])c1)N1CCCC(C(=O)N2CCCCCC2)C1 (configuration not stated) | i | -24.4
CCn1nnnc1SCC(=O)Nc1ccc2c(c1)OCO2 | i | -17.8
CCc1cc(C(=O)N2CCCC(C(=O)c3ccc(Oc4ccccc4)cc3)C2)n(C)n1 (configuration not stated) | i | -17.3
CC[C@]12c3[nH]c4cc(-c5ccco5)ccc4c3CCN1C(=O)[C@@H](CC(=O)NCCCN(C)C)C[C@@H]2C(=O)N1CCN(C(=O)c2ccco2)CC1 | x | 0.4
Cc1cccc(C(=O)N(Cc2cccs2)C2CCS(=O)(=O)C2)c1 (configuration not stated) | i | -15.5
O=C(NCCN1CCc2ccccc2C1)C1CCN(S(=O)(=O)N2CCCCC2)CC1 | i | -17.6
O=c1cc(O)c2sc3nc(C(F)(F)F)c4c(c3c2[nH]1)CCCCC4 | i | -18.9
O=C(NCc1ccccc1)C1CCCC1 | i | -5.0
COc1cc(C(=O)OCC(=O)Nc2cc(-c3cc(C)c(C)cc3C)nn2-c2ccccc2)cc(OC)c1OC | i | -26.0
Cc1cccc(N2C(=O)N3[C@H]4c5ccccc5OC[C@@H]4[C@@H](c4ccccc4)[C@@]3(C)C2=O)c1 | x | -31.9
Cc1c(CCC(=O)NCC(=O)O)c(=O)oc2cc3occ(-c4ccccc4)c3cc12 | i | x
COc1ccc(OC)c(S(=O)(=O)NCCCc2ccccc2)c1 | i | -10.6
CS(=O)(=O)N1CCN(c2nc3ccc(Cl)cc3s2)CC1 | i | -14.0
CCN(CC)C(=O)C[n+]1cccc(C(N)=O)c1 | i | -4.1
CC(=O)c1ccc2c(c1)OCCOCCOCCOCCOCCO2 | i | -1.6
COc1ccc(O)c(-c2cc(-c3ccccc3[N+](=O)[O-])[nH]n2)c1 | i | -6.7
CN(C)/C=C(\C#N)C(=O)Nc1ccc(F)cc1 | i | 5.7
SMILES | CHT PAM | OX1R antag
O=C(CCn1cncn1)N1CCN(S(=O)(=O)c2ccc(Cl)cc2)CC1 | i | -7.7
CCCCc1ccc(Nc2nc(CCC)cc(=O)[nH]2)cc1 | i | -4.0
CC(C)NC(=O)CSc1nc2[nH]ncc2c(=O)[nH]1 | i | 1.9
CCOC(=O)c1ccccc1NC(=O)CSc1nnc(C)c(=O)[nH]1 | i | 2.9
Cc1csc(=O)n1CC(=O)OCC(=O)Nc1ccc(Cl)cc1F | i | -13.2
COc1ccc(NC(=O)CCc2nnc3ccc(N4CCC5(CC4)OCCO5)nn23)cc1 | i | -19.0
O=C(O)Cn1nc2ccccc2n1 | i | 5.7
CC(C)[C@H](NC(=O)N1CCn2c1nc1ccccc12)C(=O)N[C@@H](Cc1ccccc1)C(=O)O | i | -3.0
COc1ccc(OC)c(S(=O)(=O)N2CCC3(CC2)CC(=O)c2ccccc2O3)c1 | i | -33.2
CCCNC(=O)C(Cc1ccc(OC)cc1)NC(=O)c1ccc(C#N)cc1 (configuration not stated) | x | -9.5
COC(=O)c1ccccc1NS(=O)(=O)c1ccc2[nH]c(=O)[nH]c2c1 | i | -1.8
Cc1cc(N2CCN(S(=O)(=O)c3ccccc3)CC2)nc2c(C)cccc12 | i | -27.2
CC1CCCCN1C(=O)CSc1ccc(-c2ccc(F)cc2)nn1 (configuration not stated) | i | -26.1
Cc1cccnc1NC(=O)c1cccc(NC(=O)CC2SC(N3CCCCC3)=NC2=O)c1 (configuration not stated) | x | 7.9
CN(CC(=O)Nc1c(Cl)cccc1Cl)C(=O)C1=COCCO1 | i | 1.5
COc1ccc(-n2sc3c(c2=S)-c2cc(OC)ccc2NC3(C)C)cc1 | i | -25.8
CCc1nnc(NC(=O)c2ccc(OCc3c(C)noc3C)c(OC)c2)s1 | i | -21.0
Cc1ccc(CNC(=O)/C=C/c2ccc(S(=O)(=O)N3CCOCC3)cc2)cc1 | i | -16.2
COc1ccc(SCC(=O)Nc2ccccc2Cl)cc1 | i | -11.0
O=C(N/N=C/c1cccc2cccnc12)[C@H]1C[C@@H]1c1ccccc1 | i | -14.1
Cc1ccc(NC(=O)CSc2nnc(C)c(=O)n2N)cc1 | i | -6.5
CC(C)(C)OC(=O)NCc1ccc(CNC(=O)c2nc[nH]c2C(=O)N2CCc3ccccc3C2)cc1 | x | -11.2
CN(C)CCN(C(=O)c1ccc2ccccc2c1)c1nc2ccc(F)cc2s1 | i | -7.6
O=C(CCn1cccc1)NC1CCCc2ccccc21 (configuration not stated) | i | -7.0
CC(C)N(C(=O)NC(=O)NCC1CCCO1)S(C)(=O)=O (configuration not stated) | i | 22.6

Grouped by structure, those above containing two or more sulfur atoms
SMILES | CHT PAM | OX1R antag
Cc1ccc(S(=O)(=O)NNC(=O)CCCCC(=O)NNS(=O)(=O)c2ccc(C)cc2)cc1 | i | -13.2
Cc1cccc(C(=O)N(Cc2cccs2)C2CCS(=O)(=O)C2)c1 (configuration not stated) | i | -15.5
CS(=O)(=O)N1CCN(c2nc3ccc(Cl)cc3s2)CC1 | i | -14.0
COc1ccc(-n2sc3c(c2=S)-c2cc(OC)ccc2NC3(C)C)cc1 | i | -25.8

Complete entries as entered above. Order of values: CHT PAM, OX1R antag
Shown for CCCNC(=O)C(Cc1ccc(OC)cc1)NC(=O)c1ccc(C#N)cc1 (configuration not stated) = x, -9.5
Shown for COc1ccc(-n2sc3c(c2=S)-c2cc(OC)ccc2NC3(C)C)cc1 = i, -25.8

(further entries)
SMILES | CHT PAM | OX1R antag
O=C(NCCCN1CCOCC1)/C(=C/c1cccs1)NC(=O)c1ccccc1 | i | -3.4
COC(=O)CC(NC(=O)c1ccc(C)cc1)c1ccc2c(c1)OCO2 (configuration not stated) | i | -24.4
Cc1sc2nc(CN3CCOCC3)nc(Oc3ccc(NC(=O)c4ccco4)cc3)c2c1C | i | -35.2
COc1ccc(OC)c(S(=O)(=O)NCc2cn3ccsc3n2)c1 | i | -17.9
O=C(c1c[nH]c2ccccc12)C(O)C(c1ccccc1)N1CCOCC1 (configuration not stated) | i | -43.8
CN1CCc2c1nc1ccccc1c2NC(=O)CN1CCCC1 | i | -14.8
Cc1ccc(S(=O)(=O)NCCC(=O)NNC(=O)COc2ccccc2Cl)cc1C | x | 11.3
NC(=O)CN1CCOCCN(CC(N)=O)CCOCC1 | i | 0.3
Cn1c(=O)c2c(nc(CN3CCOCC3)n2CC(=O)c2ccccc2)n(C)c1=O | i | -24.6
O=c1c2ccccc2c(-c2ccccc2)nn1Cc1ccccc1 | i | -4.4
C/C(=N/NS(=O)(=O)c1ccc(C)cc1)c1c(O)c2ccccc2oc1=O | i | -21.2
O=C(CCn1c2c(c3ccccc31)CCCC2)NNC(=O)c1cccc([N+](=O)[O-])c1 | i | -8.3
CCOc1ccccc1N1CCN(C(=O)CNC(=O)c2ccc(OC)c(OC)c2)CC1 | i | -21.6
CC(=O)c1cccc(-n2nnnc2SCC(=O)N2CCCC2)c1 | i | -14.8
Cc1cccc(NC(=O)CN2CCN(C(=O)c3c(C)nn(Cc4ccccc4)c3C)CC2)c1C | x | -10.2
O=C(CC(c1ccc(F)cc1)c1ccco1)N1CCOCC1 (configuration not stated) | i | -17.5
COc1ccc(C(=O)O)cc1NC(=S)NC(=O)Cc1ccc(Cl)cc1 | i | -4.6
Cc1oc2c(cc(NS(=O)(=O)c3ccc(F)cc3)c3ccccc32)c1C(=O)O | i | -14.0
Cc1ccc(/C=C/C(=O)Nc2sc3c(c2C#N)CCCC3)o1 | i | -7.4
CCOC(=O)N1CCN(C(=O)C(C)N(c2ccccc2)S(C)(=O)=O)CC1 (configuration not stated) | i | -10.5
O=C(CC1SC(N2CCCC2)=NC1=O)Nc1ccc(C(=O)Nc2ccccc2)cc1 (configuration not stated) | i | -20.2
Cc1cc(C)c(C(=O)NCC(=O)c2ccccc2)c(C)c1 | i | -29.0
Cc1cc(-c2nnc(SCC(=O)c3ccc(F)cc3)o2)no1 | i | -2.9
N#CCc1c(C#N)c(N)nc(N2CCN(S(=O)(=O)c3ccccc3F)CC2)c1C#N | i | 1.9
COC(C(=O)Nc1ccccc1F)c1ccccc1 (configuration not stated) | i | 0.8
SMILES | CHT PAM | OX1R antag
O=c1[nH]c(=O)n(Cc2ccccc2)c2nc(-c3ccc(Oc4ccc(F)cc4)c([N+](=O)[O-])c3)n(CCO)c12 | i | -36.2
COc1ccccc1NC(=O)c1cc(C(=O)Nc2ccccc2OC)n(C)n1 | i | -27.3
CCOC(=O)c1ccc(NC(=O)N2CCCCCC2)cc1 | i | -15.7
COc1ccc(Cl)cc1NC(=O)NC(C)C | i | -1.5
COc1cc(OC)cc(N(C(=O)C2COc3ccccc3O2)C(C(=O)NC2CCCCC2)c2ccc(O)cc2)c1 (configuration not stated) | i | -14.2
COc1ccc(C(=O)Nc2nnc(S(=O)(=O)N(C)Cc3ccccc3)s2)cc1 | i | -6.5
Cc1ccc(N(CCC#N)C(=O)COC(=O)c2nc3nc(C)cc(C)n3n2)cc1 | i | 5.8
COc1ccc(CCNC(=O)C2CCCN(c3nc(C)cc(C)n3)C2)cc1 (configuration not stated) | i | -12.4
COc1ccc(CCNS(=O)(=O)c2c(C)[nH]c(C)c2C(=O)N2CCCCC2)cc1OC | i | 0.8
COc1cc(/C=C/C(=O)OCC(=O)NCc2cccs2)ccc1OCC#N | i | -8.5
CC(C)=CCC/C(C)=C/CNC(=O)C[C@H]1C[C@H](C(=O)N(C(C)C)C(C)C)[C@@]2(C)c3[nH]c4cc(CCC(=O)N(C)C)ccc4c3CCN2C1=O | x | 22.0
Cc1ccc(OCC(=O)Nc2ccc3oc(=O)ccc3c2)cc1 | i | -9.4
CCc1ccc(NC(=O)CSc2nnc(SCC(=O)Nc3ccc(CC)cc3)n2N)cc1 | i | -16.3
Cc1ccc(C(=O)c2oc3ccccc3c2NC(=O)c2cc(-c3ccccc3O)n[nH]2)cc1 | i | -20.1
COCCCC1CCN(Cc2nc(Cc3ccccc3Cl)no2)CC1 | i | -1.3
CC(C)(C)SCCNS(=O)(=O)c1ccc(Cl)cc1 | i | -20.0
COc1ccc(CCNC(=O)CN(c2ccc(OC)c(OC)c2)S(C)(=O)=O)cc1OC | i | -14.0
COc1ccc(NC(=O)C2CCCN2S(=O)(=O)c2cccs2)c([N+](=O)[O-])c1 (configuration not stated) | i | -18.8
Cc1cccc(NC(=S)N(CCN(C)C)Cc2cc3cccc(C)c3[nH]c2=O)c1 | i | -23.2
O=C(O)CCc1nc(-c2ccc(Cl)cc2)no1 | i | 10.9
O=C(COC(=O)CNC(=O)c1ccccc1)Nc1ccc(F)c([N+](=O)[O-])c1 | i | -21.3
COc1ccc(OC)c(/C=N/NC(=O)CCc2n[nH]c(=O)[nH]c2=O)c1 | i | -10.0
CCOC(=O)C/C(C)=N/NC(=O)Nc1ccccc1 | i | -14.3
COc1cc(N)c(Cl)cc1C(=O)OCC(=O)NCC1CCCO1 (configuration not stated) | x | -1.8
COC(=O)c1c(NC(=O)CC2Sc3ccc(C(F)(F)F)cc3NC2=O)sc(C)c1C (configuration not stated) | i | -22.2

4 entries from above, with two lines to a compound.
Each structure is followed by: CHT PAM | OX1R antag
COc1ccc(Cl)cc1NC(=O)NC(C)C
  i | -1.5
CCOC(=O)c1ccc(NC(=O)N2CCCCCC2)cc1
  i | -15.7
CC(C)=CCC/C(C)=C/CNC(=O)C[C@H]1C[C@H](C(=O)N(C(C)C)C(C)C)[C@@]2(C)c3[nH]c4cc(CCC(=O)N(C)C)ccc4c3CCN2C1=O
  x | 22.0
COC(=O)c1c(NC(=O)CC2Sc3ccc(C(F)(F)F)cc3NC2=O)sc(C)c1C (configuration not stated)
  i | -22.2

Other records follow:
SMILES | CHT PAM | OX1R antag
Cc1ccc(C(=O)N/N=C/c2cccc(OC(=O)/C=C/c3ccco3)c2)cn1 | i | -19.5
CCCc1cc(-c2nc(N)ncc2-c2csc(C)n2)c(O)cc1OC | i | -0.8
Cc1ccccc1NC(=O)COC(=O)CNC(=O)c1sc2ccccc2c1Cl | i | -6.0
CCCN(CCC)c1ncnc2c1cnn2-c1ccc(OC)cc1 | i | -7.0
COc1ccc(C(=O)N/C(=C\c2cccc([N+](=O)[O-])c2)C(=O)Nc2cccc(C(=O)O)c2)cc1 | i | -9.4
CCC(Sc1nc2cc3c(cc2c(=O)n1Cc1ccco1)OCO3)C(=O)Nc1cccc(OC)c1 (configuration not stated) | i | -19.7
COP(=O)(OC)c1nc(-c2cccc3ccccc23)oc1NCCc1ccccc1 | i | -35.1
CC1CC(NC(=O)c2ncn[nH]2)CC(C)(C)C1 (configuration not stated) | i | 11.9
CCN=C1NN=C(c2ccc(C)cc2)CS1 | i | -28.4
CN1C(C(=O)NCC2CC2)CC2Cn3c(nc4ccccc43)C21 (configuration not stated) | i | -11.4
O=C1c2ccccc2C(=O)N1Cc1nc2ccccc2c(=O)n1Cc1ccco1 | i | -2.7
O=C(COC(=O)Cn1[nH]c(=O)c2ccccc2c1=O)Nc1c(Cl)cccc1C(F)(F)F | i | -17.9
O=C(Cn1cnc2c(cnn2-c2ccc(Cl)cc2)c1=O)NCCc1ccccc1 | i | -14.0
Fc1ccc(-c2nnc3ccc(N4CCc5ccccc5C4)nn23)cc1 | i | -36.5
COc1ccccc1NC(CC(=O)c1ccccc1)C(=O)OCC(=O)c1ccc(C)c(C)c1 (configuration not stated) | i | -10.4
NC(=O)c1c(NC(=O)C2CC=CCC2C(=O)O)sc2c1CCCCC2 (configuration not stated) | i | -1.1
